ALDH1A1 block: blocks purified human ALDH1A1 activity; P00352; Purified ALDH1A1, NADH fluorescence, propionaldehyde substrate; Potency, µM (highest dose often 75.3 µM), for inactives: at the highest dose activity, negative = inhibition, most hits filed as inhibitors; actives 7.3% (n = 220,000); AID 1030; active = well fitted inhibition curve with a large enough effect, not every such curve was filed as active; inconclusive = small, poorly fitted or top-dose-only effect, or another doubt; inactive = no such curve, though single readings can be large or run the other way;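 note: plate controls were no enzyme wells and a reference inhibitor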
Target sequence (P00352 whole entry, looked up): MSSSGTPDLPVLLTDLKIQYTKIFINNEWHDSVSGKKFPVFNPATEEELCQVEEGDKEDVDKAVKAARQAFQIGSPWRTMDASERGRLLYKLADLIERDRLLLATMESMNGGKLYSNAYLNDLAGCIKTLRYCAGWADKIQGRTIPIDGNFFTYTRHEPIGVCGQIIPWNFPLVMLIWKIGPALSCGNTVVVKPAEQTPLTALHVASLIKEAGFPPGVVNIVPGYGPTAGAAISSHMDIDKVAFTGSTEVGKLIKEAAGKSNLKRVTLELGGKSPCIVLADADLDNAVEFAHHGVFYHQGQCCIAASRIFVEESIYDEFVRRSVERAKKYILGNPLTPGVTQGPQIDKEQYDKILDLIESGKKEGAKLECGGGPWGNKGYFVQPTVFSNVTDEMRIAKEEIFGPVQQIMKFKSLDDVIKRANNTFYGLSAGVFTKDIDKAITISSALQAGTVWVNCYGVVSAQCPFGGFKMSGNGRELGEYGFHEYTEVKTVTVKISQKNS
RECQ1 helicase: RECQ1 (human) helicase inhibition; RECQ1 DNA unwinding, red fluorescence kinetic read; Potency, µM (top dose mostly 57.3 µM), for inactives: top-dose activity, negative = inhibition, most hits filed as inhibitors; actives 0.54% (n = 240,000); AID 2549;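 note: plate controls were vehicle for no effect and no enzyme for full effect; nearly all actives have a fitted effect of over 30% in size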
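50 nM RECQ1T1 preincubated 15 min with compound in Tris pH 8.0 buffer with MgCl2, DTT, Tween-20 and 2.5 ug/ml poly(dI-dC); started with 200 nM TAMRA/BHQ-2 forked duplex and 2 mM ATP. Unwinding read as fluorescence (525/598 nm), two reads 2 h apart.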
LMNA splice mod: changes lamin A minigene splicing in HeLa cells | HeLa LMNA splicing GFP/RFP minigene ratio, 48 h | Potency, µM (doses to about 46.1 µM), for inactives: at the top dose ratio change, negative = inhibition, actives largely listed as inhibitors | actives 0.01% (n = 200,000) | AID 1487; active = well fitted inhibition curve with a large enough effect in the signal ratio, with a control signal flat, not every such curve was filed as active; inconclusive = small, poorly fitted or top-dose-only effect, or effect the other way, or a change in a side signal; the % refers to the signal ratio; note: % is set by controls: 0 for no effect and ±100 for the full control effect
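S3 HeLa stable clones carrying a lamin A-EGFP splicing minigene plus DsRed2 were seeded at 600 cells/well in Opti-MEM with 2% FBS, pin-dosed and incubated 48 h at 37°C. Acumen cytometry (488 nm) gave the GFP/RFP total-intensity ratio.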
SMN2 splice up: SMN2 splice variant enhancement | HEK293 SMN2-luciferase splicing reporter, luminescence, 30-36 h | Potency, µM (top dose mostly 46.1 µM), inactives show at the top dose activity change, positive = activation, actives largely listed as activators | actives 2.8% (n = 210,000) | AID 1458; note: % of control where 0% means no effect; nearly all actives have a fitted effect of over 55% in size
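HEK293 cells carry an SMN2 […]–luciferase reporter in which exon 7 inclusion puts luciferase in frame. Cells were plated 10-12 h before compound addition, then incubated 30-36 h at 37C. ONE-Glo luminescence was read; sodium butyrate at 4.5 mM final served as control.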
JMJD2E inh: blocks human JMJD2E demethylase activity. JMJD2E catalytic domain, FDH-coupled NADH fluorescence (FDH is formaldehyde dehydrogenase). B2RXH2. Potency, µM (top dose mostly 57.1 µM), for the others: top-dose activity change, negative = inhibition, actives largely listed as inhibitors. actives 1.6% (n = 230,000); active = well fitted inhibition curve with a large enough effect, not every such curve was filed as active; inconclusive = small, poorly fitted or top-dose-only effect, or another doubt; inactive = no such curve, though single readings can be large or run the other way;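 note: 0% = wells with enzyme and -100% = buffer wells without enzyme; nearly all actives have a fitted effect of over 50% in size; many of its hits are not listed in these tables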
Target sequence (B2RXH2 1-337 limits assumed): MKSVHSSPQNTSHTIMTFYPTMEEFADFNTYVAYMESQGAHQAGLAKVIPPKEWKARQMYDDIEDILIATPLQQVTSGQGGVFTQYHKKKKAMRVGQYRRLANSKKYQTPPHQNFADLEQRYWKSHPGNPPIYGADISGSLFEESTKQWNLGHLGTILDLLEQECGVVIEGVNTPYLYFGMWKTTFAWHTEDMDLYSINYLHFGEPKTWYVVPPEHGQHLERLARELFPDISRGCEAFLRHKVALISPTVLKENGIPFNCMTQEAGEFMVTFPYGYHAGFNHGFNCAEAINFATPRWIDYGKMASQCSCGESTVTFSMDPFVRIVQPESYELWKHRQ
L3MBTL1 inh: inhibitors of human L3MBTL1; actives 0.66% (n = 230,000); Potency, µM (highest dose often 57.1 µM), without a hit: top-dose activity, negative = inhibition, most hits filed as inhibitors; AlphaScreen L3MBTL1–H3K9me1 peptide binding; Q9Y468; note: % is set by controls: 0 for no effect and ±100 for the full control effect; nearly all actives have a fitted effect of over 60% in size
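Read-out is AlphaScreen signal from streptavidin donor and nickel chelate acceptor beads (10 ug/mL final each) bridging L3MBTL1 (50 nM) and biotinylated K9-monomethylated H3(1-15) peptide (75 nM), after 30 min compound exposure at room temperature.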
KinaseGlo FLuc: Kinase-Glo luciferase inhibition (counter-screen). Q27757. Kinase-Glo luciferase, ATP luminescence, 8 min. Potency, µM (series often up to 38.3 µM), without a hit: top-dose activity change, negative = inhibition, actives largely listed as inhibitors. actives 0.28% (n = 200,000). AID 1379; note: % is set by controls: 0 for no effect and ±100 for the full control effect; nearly all actives have a fitted effect of over 60% in size
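Compounds were added to a substrate mix at pH 7.2 (50 mM imidazole, 10 uM ATP, within the enzyme's linear range), followed by Kinase-Glo detection reagent; luminescence was measured after 8 minutes at ambient temperature.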
Tau fibril ThT: inhibitors of human tau fibril formation, thioflavin T binding; P10636; actives 2.1% (n = 270,000); Potency, µM (highest dose often 57.4 µM), without a hit: at the top dose activity, negative = inhibition, usual class: inhibitors; recombinant tau K18 P301L, heparin-induced fibrillization, ThT fluorescence; AID 1460; note: % is set by controls: 0 for no effect and ±100 for the full control effect; nearly all actives have a fitted effect of over 55% in size
Target sequence (P10636 561-689 P618L limits assumed): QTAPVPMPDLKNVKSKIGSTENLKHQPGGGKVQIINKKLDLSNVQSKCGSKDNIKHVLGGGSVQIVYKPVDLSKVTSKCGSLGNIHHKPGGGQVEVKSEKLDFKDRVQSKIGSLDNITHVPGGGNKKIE
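Using a mix of unlabeled (15 uM) and Alexa 594-labeled (0.24 uM) tau K18 P301L, heparin-triggered fibrillization over 6 hr at 37 C was scored by ThT fluorescence.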
* marks the source's active call; other numbers are inactive results; i = inactive; ? = inconclusive; . = no result given; [ ] = another dose, or the depositor's remark. Unless noted, calls come from the whole dose curve; as a rule, active = well fitted curve in the direction sought with a large enough effect; inconclusive = small, poorly fitted or top-dose-only effect, or another doubt; inactive = no such curve, though single readings can be large; an effect the other way counts as inactive or inconclusive. Potency is the fitted concentration of half-maximal effect. Only part of the results is shown (hit frequency here may not be typical).

SMILES	ALDH1A1 block	RECQ1 helicase	LMNA splice mod	SMN2 splice up	JMJD2E inh	L3MBTL1 inh	KinaseGlo FLuc	Tau fibril ThT
C=CCN1C(=O)C(CC(=O)Nc2ccc(OC)cc2)N(Cc2ccco2)C1=S (stereo not given)	?	-7%	?	11%	3%	-3%	2%	-4%
Cc1cc(-c2csc(N)n2)c(C)n1C	?	-21%	8%	-33%[inhibitor]	-16%	.	1%	32µM*
COc1ccc(N2CCN(C(=O)[C@H](Cc3c[nH]c4ccccc34)NC(C)=O)CC2)cc1	-2%	i	.	4%	-3%	-14%[11.4 µM]	3%	-14%
COC(=O)c1ccc(CSc2cc(C)c3cccc(C)c3n2)o1	?	1%	?	-40%[inhibitor]	10%	56%[activator]	1%	-17%
O=C(CSCc1n[nH]c(=O)[nH]1)NCCOc1cccc(Oc2ccccc2)c1	8%	-14%	-2%	12%	-2%	.	0%	1%
Cc1ccc(S(=O)(=O)Nc2c(C)nc3nc[nH]n3c2=O)c(C)c1	7%	-5%	.	-19%	-1%	.	2%	-1%
Cc1ccc(CN2CCN(CC(=O)NC(C)CCc3ccccc3)C2=O)cc1 (stereo not given)	?	-4%	8%	-66%[inhibitor]	-2%	.	5%	-6%
CC(Oc1ccc(C(=O)NC2CCCCC2)cc1)C(=O)O (stereo not given)	5%	7%	-3%	?	4%	26%[11.4 µM]	0%	-11%
CC1CC(NNC(=O)c2ccccc2)=Nc2ccccc2N1C (stereo not given)	-1%	2%	3%	27%	-6%	-9%	1%	14%
CN1CCN(c2ncc3nc(-c4ccccc4)c(=O)n(CCC#N)c3n2)CC1	?	i	.	-17%	.	.	-4%	.
N#Cc1ccc(CN2CC[C@@]3(CCCN(C(=O)c4ccco4)C3)C2)cc1	14µM*	-9%	.	-11%	.	.	-1%	.
O=C1c2ccccc2C(O)N1Cc1ccccc1Cl (stereo not given)	-7%	1%	?	-10%	-4%	14%	0%	-8%
Cc1ccc(S(=O)(=O)Cn2nnnc2C(CC(C)C)N2CCN(C)CC2)cc1 (stereo not given)	2%	i	?	.	-8%	5%	3%	-2%
Cc1ccc(Cn2c(Sc3ncccn3)nc3c2c(=O)[nH]c(=O)n3C)cc1	-2%	-7%	-2%	5%	10%	8%	-3%	-2%
O=C(/C=C/c1ccc([N+](=O)[O-])cc1)NCc1cccs1	?	-2%	?	-34%[inhibitor]	-1%	3%	-2%	-12%
CS(=O)(=O)N1CCCC(c2nc(-c3ccc(S(=O)(=O)NCc4ccccc4)cc3)no2)C1 (stereo not given)	-3%	-5%	?	-69%[inhibitor]	-3%	-1%	-3%	-14%
CC(C)Cc1nnc(NC(=O)CC(=O)Nc2ccccc2C(=O)O)s1	-6%	-14%	0%	-10%	?	.	-3%	-4%
CCOC(=O)c1cc(-c2ccccc2)sc1NC(=O)CSc1nnnn1C	-10%	i	3%	10%	-1%	-6%	2%	-10%
O=C(NC(Cc1ccccc1)C(=O)O)/C(=C\c1ccco1)NC(=O)c1ccccc1Br (stereo not given)	?	2%	-15%	10%	-3%	?	-1%	-17%
CCOc1ccc(OCC)c(NC(=O)CC2Oc3ccc(C)cc3NC2=O)c1 (stereo not given)	4%	-17%	-8%	-10%	-13%	.	1%	-13%
OC(CNC1CCCC1)COc1c(F)cc(Br)cc1F (stereo not given)	9%	-5%	-6%	-1%	4%	.	1%	-4%
O=[N+]([O-])c1cc(S(=O)(=O)c2ccc(N3CCCCC3)c([N+](=O)[O-])c2)ccc1N1CCCCC1	9%	-3%	?	-61%[inhibitor]	13%	-10%	-2%	1%
CCCC(=O)N1CCN(c2ccc(NC(=O)C(C)(C)C)cc2)CC1	-4%	-5%	5%	7%	-1%	6%	1%	-13%
CCOc1cc(/C=C2/N=C(c3ccc(C(C)(C)C)cc3)OC2=O)cc(Cl)c1OS(C)(=O)=O	22µM*	-1%	-3%	-14%	9%	0%	2%	-11%
Cc1ccc(S(=O)(=O)/N=C(\N)Nc2nc(C)c3cc(C)ccc3n2)cc1	?	i	-13%	-2%	?	-2%	0%	1%
Continued.
SMILES	ALDH1A1 block	RECQ1 helicase	LMNA splice mod	SMN2 splice up	JMJD2E inh	L3MBTL1 inh	KinaseGlo FLuc	Tau fibril ThT
COc1ccc2oc(=O)c(-c3cn4ccc(C)cc4n3)cc2c1	6%	19%	.	-10%	-1%	-11%	-4%	-7%
Cc1cc(N2CCCCC2)nc2ccc(NC(=O)CCC(=O)NCCC(C)C)cc12	?	1%	2%	65%	?	.	0%	?
CC1=C(C(=O)Nc2ccccc2C(F)(F)F)C(c2ccc(C)s2)NC(=S)N1 (stereo not given)	0.63µM*	i	-15%[46 µM]	8%	-5%	-10%	-1%	-6%
O=C(O)c1ccc2c(c1)C(=O)N(NC(=O)c1ccccc1)C2=O	2%	-13%	15%	1%	-3%	6%	-5%	-6%
CN(CCc1ccc(Cl)c(Cl)c1)C[C@@H](O)COc1ccc(NS(C)(=O)=O)cc1	0%	i	.	.	4%	.	2%	-4%
COc1ccc(C(=O)CSc2nc(C)cc(C)n2)cc1[N+](=O)[O-]	2.2µM*	-5%	.	-47%[inhibitor]	2%	.	5%	-15%
O=C(Nc1ccc(S(=O)(=O)Nc2ncccn2)cc1)c1cncc(Br)c1	16%	-5%	-12%	14%	13%	11%	1%	-1%
C=CCn1c(SC/C=C/c2ccccc2)nnc1-c1sc(N)nc1C	?	-4%	-16%	-23%	-2%	-3%	1%	-13%
CCN(CC)C(=O)c1sc2nc(-c3ccncc3)[nH]c(=O)c2c1C	?	5%	-2%	-11%	?	12%	1%	-12%
CC1(C)CC=C(NNC(=O)c2cccnc2)C(=O)C1	4%	i	-5%[46 µM]	5%	?	2%	0%	-10%
CN1CCN(NC(=O)c2cn(-c3ccccc3)nc2-c2ccc(OC(F)F)cc2)CC1	-2%	0%	.	?	-6%	.	0%	6%
O=C(COc1ccccc1)N(CCc1ccccc1)c1nc(-c2ccc(F)cc2)cs1	8%	-5%	0%	-27%	-1%	12%	-2%	-9%
Cn1c(=O)n(Cc2ccccc2)c(=O)c2c1nc1n2CCCN1CCc1ccccc1	?	-5%	4%	-6%	-1%	.	-3%	-20%
Cc1ccc(-n2c(C)cc(/C=N/NC(=O)c3ccncc3)c2C)c(C)c1	13µM*	-8%	?	-10%	1%	-16%	-2%	-10%
CCOC(=O)c1c(NC(=O)C2C3CCC(O3)C2C(=O)O)sc(C)c1-c1ccc(C)cc1 (stereo not given)	-9%	-1%	7%	-16%	-29%	-2%	-2%	-9%
O=C(CSc1ncnc2sccc12)Nc1ccccc1	?	i	-6%[46 µM]	-3%	0%	0%	1%	-10%
COc1ccc(N2CCN(c3c(S(=O)(=O)c4ccccc4)cnc4ccc(OC)cc34)CC2)cc1	5%	-11%	?	.	0%	?	.	?
COc1cccc(-c2cc(C(=O)Nc3c(C)nn(Cc4ccccc4C)c3C)no2)c1	-3%	5%	?	-34%[inhibitor]	14%	4%	1%	-19%
COc1ccc(NC(=O)CSc2ccc3c(c2)OCCO3)cc1OC	?	5%	?	.	-13%	-6%	.	-14%
COc1cc(-c2nc(CN3CCCN(C(=O)c4ccco4)CC3)c(C)o2)ccc1F	?	2%	?	.	?	-8%	-1%	9%
COc1cc(S(=O)(=O)N2CCOCC2)ccc1NC(=O)COC(=O)COc1ccccc1	3%	-8%	12%[46 µM]	10%	-13%	-5%	5%	2%
CCC(C)OC(=O)C1=C(C)NC2=C(C(=O)C(C(=O)OC)C(C)C2)C1c1ccc(N(C)C)cc1 (stereo not given)	?	-3%	-19%	?	?	-7%	3%	-16%
CC1=C(C(=O)OCC2CCCO2)C(c2ccc(Cl)cc2)NC(=O)N1 (stereo not given)	-8%	0%	.	-21%	6%	22%	-3%	4%
COC(=O)c1c(-c2ccccc2)csc1NC(=O)CSc1ncnc2sc(C)c(C)c12	-9%	-3%	8%	-44%[inhibitor]	4%	3%	-2%	-6%
COc1cccc(C2SCC(=O)N2c2ccc(C)cc2)c1OC (stereo not given)	14µM*	-3%	8%	-1%	-2%	2%	-1%	-2%
Later entries
SMILES	ALDH1A1 block	RECQ1 helicase	LMNA splice mod	SMN2 splice up	JMJD2E inh	L3MBTL1 inh	KinaseGlo FLuc	Tau fibril ThT
Cc1ccc(N2CCN(C(=O)c3ccccc3NC(=O)C3CC=CCC3C(=O)O)CC2)cc1 (stereo not given)	?	-4%	7%	2%	?	.	8%	-11%
CC1CCC(NC(=O)N(CCCl)N=O)CC1 (stereo not given)	13µM*	i	.	?	2%	.	-4%	1%
O=C(NCCC1=CCCCC1)C1CCN(S(=O)(=O)N2CCOCC2)CC1	?	-3%	5%	-16%	6%	0%	-7%	-8%
COc1ccc(-c2cc(-c3ccc(OC)c(OC)c3)n[nH]2)c(O)c1	-4%	-13%	-2%	22µM*	?	.	-12%	-9%
Cc1c(C=O)c2ccccc2n1CC(=O)NCc1ccccc1	-5%	-6%	.	-39%[inhibitor]	-2%	.	3%	3%
CCOC(=O)Cc1csc(NC(=O)c2cc(=O)c3ccccc3o2)n1	0%	i	?	5%	-4%	1%	1%	?
COc1ccc(/C=C2\CCCC3C2=NC(=S)NC3c2ccc(OC)cc2)cc1 (stereo not given)	8.9µM*	-4%	?	-70%[inhibitor]	?	-15%	1%	-16%
COc1ccc(C(=O)N/N=C/c2ccc(OC(=O)c3ccccc3)cc2)cc1	7%	-9%	-16%	-10%[1.84 µM]	7%	-1%	-2%	?
C/C(CC(=O)Nc1ccc2c(c1)OCO2)=N\NC(=O)OC(C)(C)C	-1%	-1%	.	3%	5%	.	-2%	-6%
Cc1cccc2sc(NC(=O)c3cccc(S(=O)(=O)N4CCc5ccccc54)c3)nc12	21%	?	-8%	-46%[inhibitor]	?	-5%	0%	-2%
CCOc1ccc(C)cc1S(=O)(=O)n1ccnc1	-8%	-1%	17%	?	2%	36%[activator]	0%	-2%

Bioassay records deposited in PubChem by National Center for Advancing Translational Sciences (NCATS).
